# High-throughput results: PubChem BioAssay, several laboratories
# MEP2-GFP yeast: modulators of MEP2-GFP levels in yeast, primary screen, S. cerevisiae, multiplex flow cytometry, MLPCN library; S. cerevisiae MEP2-GFP strain, 3 h; 100% = DMSO control level; GFP response vs DMSO, % at 10 µM; hit rate 0.51% among 330,000;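 active means GFP response versus DMSO above a set limit, roughly screen mean plus 3 SD, cut at about 180% in these data; inconclusive means fewer than 70 cells counted for a yeast strain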;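 further: median GFP fluorescence of the barcode-gated MEP2-GFP cells per well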
# GRK2 inh: compounds blocking aptamer binding on GRK2 – biochemical, human GRK2, bead flow cytometry, HTS, primary screen. inhibition of aptamer binding, % at 10 µM. FAM-aptamer displacement from GRK2. hit rate 0.59% among 330,000. AID 488847, 2010;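 active means inhibition of aptamer binding above 40%, roughly 3 SD of noise, on plates passing a quality check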;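 further: median bead fluorescence of bound FAM aptamer so fluorescent compounds give negative values; no value below 0 was filed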
# Target sequence (P25098 whole entry, looked up): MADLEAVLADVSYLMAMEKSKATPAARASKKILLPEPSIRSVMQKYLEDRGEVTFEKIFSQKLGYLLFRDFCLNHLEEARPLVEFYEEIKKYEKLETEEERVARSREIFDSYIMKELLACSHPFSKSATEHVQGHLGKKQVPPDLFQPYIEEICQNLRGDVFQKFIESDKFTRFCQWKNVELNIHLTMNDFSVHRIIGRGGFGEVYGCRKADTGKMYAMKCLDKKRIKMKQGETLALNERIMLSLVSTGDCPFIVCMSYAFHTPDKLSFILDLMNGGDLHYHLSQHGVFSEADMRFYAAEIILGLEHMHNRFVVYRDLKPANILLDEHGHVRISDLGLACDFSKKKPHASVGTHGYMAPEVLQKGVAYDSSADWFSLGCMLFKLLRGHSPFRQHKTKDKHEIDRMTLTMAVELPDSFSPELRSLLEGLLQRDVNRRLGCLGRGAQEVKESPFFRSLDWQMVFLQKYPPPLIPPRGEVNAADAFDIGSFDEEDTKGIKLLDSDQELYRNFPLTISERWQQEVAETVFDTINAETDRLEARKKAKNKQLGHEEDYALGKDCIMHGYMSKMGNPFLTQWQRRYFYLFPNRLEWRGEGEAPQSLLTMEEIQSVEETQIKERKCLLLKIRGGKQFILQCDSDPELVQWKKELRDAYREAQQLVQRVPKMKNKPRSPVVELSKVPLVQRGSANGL
# RPL19A TOR yeast: RPL19A-GFP expression modulators in yeast, primary screen, cell-based, S. cerevisiae, multiplex flow cytometry, MLPCN; AID 2025, 2009; S. cerevisiae RPL19A-GFP strain, 3 h; stronger effect = lower value; hit rate 0.3% among 330,000; percent response vs DMSO, % at 10 µM;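 active means percent response vs DMSO below 50%; inconclusive means fewer than 70 events counted for the yeast strain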;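 further: median channel GFP fluorescence of the barcoded RPL19A-GFP strain; ratio of sample median GFP to plate DMSO average so 100% = DMSO; lower means less RPL19A-GFP as with rapamycin TOR inhibition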
# VLA-4 inh: inhibition in human VLA-4 binding assay, primary screen, VLA-4 allosteric modulator project, MLPCN library, flow cytometry, VLA-4 expressing cells | inhibition, % (about 7 µM as worked out from the volumes in the protocol) | AID 2557, 2010 | ligand binding flow cytometry | hit rate 0.2% among 330,000 | Integrin alpha-4 (Homo sapiens), P13612; in the data active means inhibition above about 50%
# JMJD2C inh: inhibitors of GASC-1 histone demethylase, primary screen, biochemical, fluorescence, DELFIA europium; Lysine-specific demethylase 4C (Homo sapiens), Q9H3R0; GST-JMJD2C(1-420) H3K9me3 demethylation; inhibition, % at 2.35 µM; hit rate 0.069% among 330,000;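 active means more than half of a compound's replicate wells show inhibition beyond 50%, single wells judged on their own value; inconclusive means some, but no more than half, of replicates pass 50% inhibition; inactive means no replicate passes 50% inhibition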;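 further: signal counts dimethyl H3K9 product captured on neutravidin plate; 0% = median of DMSO wells and 100% = 0.3 times that DMSO median; strong numbers were not always called active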
# Target sequence (Q9H3R0 1-420 limits assumed): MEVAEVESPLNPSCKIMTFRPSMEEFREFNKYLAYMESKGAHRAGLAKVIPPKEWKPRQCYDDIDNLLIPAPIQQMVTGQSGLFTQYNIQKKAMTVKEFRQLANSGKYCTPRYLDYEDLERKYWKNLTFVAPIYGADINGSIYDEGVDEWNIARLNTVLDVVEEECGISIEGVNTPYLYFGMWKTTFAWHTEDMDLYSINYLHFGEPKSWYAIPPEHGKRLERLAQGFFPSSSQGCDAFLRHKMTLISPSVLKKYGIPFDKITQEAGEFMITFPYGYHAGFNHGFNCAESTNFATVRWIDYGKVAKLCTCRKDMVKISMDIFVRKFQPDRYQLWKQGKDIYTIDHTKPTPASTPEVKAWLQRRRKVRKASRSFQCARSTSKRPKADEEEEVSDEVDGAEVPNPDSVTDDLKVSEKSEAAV
# AGP1-GFP MLPCN: modulators of AGP1-GFP expression in yeast TOR pathway, primary screen, cell-based, multiplex flow cytometry, S. cerevisiae, MLPCN library; GFP response vs DMSO, % at 10 µM; hit rate 0.02% among 320,000; 3 h; GFP as percent of DMSO wells;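 active means GFP response relative to DMSO above a set limit, near screen average plus 3 SD, cut at about 150% in these data; inconclusive means fewer than 70 cells counted for the yeast strain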;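 further: median GFP channel fluorescence of the gated AGP1 strain per well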
# LAP4 TOR yeast: modulators of LAP4-GFP expression in yeast, primary screen, S. cerevisiae, multiplex flow cytometry, MLPCN library. 3 h; median GFP as percent of DMSO wells. GFP response vs DMSO, % at 10 µM. hit rate 0.34% among 320,000. AID 2023, 2009;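 active means GFP response vs DMSO above a set limit, about the screen mean plus 3 SD, cut at about 150% in these data; inconclusive means under 70 cell events counted for the yeast strain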
# CIT2-GFP yeast: modulators of CIT2-GFP expression in yeast, primary screen, S. cerevisiae, GFP fusion, multiplex flow cytometry, MLPCN library; S. cerevisiae CIT2-GFP strain, 3 h; 100 means same as DMSO wells; GFP response vs DMSO, % at 10 µM; hit rate 0.065% among 320,000; AID 2029, 2009;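 active means GFP response relative to DMSO above a set limit, near the screen mean plus 3 SD, cut at about 150% in these data; inconclusive means Fewer than 70 cells measured for a yeast strain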;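 further: ratio of well median GFP fluorescence to mean of DMSO wells on the plate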
# An asterisk follows results filed as active; i = inactive; ? = inconclusive; . = no result given; & = joins results of further samples; [ ] = dose if it differs, or a comment.
1) CC(C)(C)c1cc(=O)n2c(nc3ccccc32)[nH]1
2) O=C(NCC1CCCO1)C1CCN(c2ccc(S(=O)(=O)N3CCCC3)cc2)CC1 (centres undefined)
3) Cc1cc(NC(=O)COC(=O)c2ccc(NS(=O)(=O)c3ccc(C)c(C)c3)cc2)no1
4) CN=C1SC(CC(=O)Nc2ccc(N3CCOCC3)cc2)C(=O)N1C (centres undefined)
5) O=C(NCC(c1cccs1)N1CCOCC1)c1ccccc1NS(=O)(=O)c1ccc(Br)cc1 (centres undefined)

Screen / compound no.	1	2	3	4	5
MEP2-GFP yeast	103	120	97	110	96
GRK2 inh	3	0	3	0	0
RPL19A TOR yeast	99	97	97	112	100
VLA-4 inh	5	26	5	-10	-7
JMJD2C inh	2	-10	17	3	-3
AGP1-GFP MLPCN	98	103	99	115	100
LAP4 TOR yeast	101	106	97	110	94
CIT2-GFP yeast	97	104	104	111	94

6) COc1ccc(C2/C(=C(/O)c3ccccc3)C(=O)C(=O)N2CCO)cc1 (centres undefined)
7) COc1ccc(NCC(=O)n2c(C)c(C)c3ccccc32)cc1
8) O=C(NNC(=O)c1cc2cc(Br)ccc2oc1=O)c1ccc(O)cc1
9) COC(=O)Cc1ccc(NC(=S)NCCSc2ccc(C)cc2)cc1
10) Cc1cccc(CCNC(=O)CCS(=O)(=O)c2ccc(Br)cc2)c1

Screen / compound no.	6	7	8	9	10
MEP2-GFP yeast	212*[may fluoresce violet]	98	101	110	108
GRK2 inh	0	1	1	0	1
RPL19A TOR yeast	62[may fluoresce violet]	98	109	106	107
VLA-4 inh	3	8	6	-1	5
JMJD2C inh	0	0	9	-2	-1
AGP1-GFP MLPCN	25[may fluoresce violet]	99	98	103	107
LAP4 TOR yeast	91[may fluoresce violet]	106	94	105	105
CIT2-GFP yeast	?	99	104	106	104

11) FC(F)(F)c1ccc(N2CCN(c3ncnc4c3nnn4Cc3ccccc3Cl)CC2)cc1
12) Cc1cc(C(=O)N/N=C\c2ccc(COc3ccc([N+](=O)[O-])cc3)o2)ccc1[N+](=O)[O-]
13) COc1ccc(CN(C)C(=O)CNC(=O)CNC(=O)c2ccc(Cl)cc2Cl)cc1F
14) COC(=O)C1=C(C)OC(N)=C(C#N)C1c1cc2cccc(C)c2nc1Cl (centres undefined)
15) CCCNC(=O)Nc1cccc(C(=O)OC)c1

Screen / compound no.	11	12	13	14	15
MEP2-GFP yeast	105	86	100	93	103
GRK2 inh	2	0	0	0	0
RPL19A TOR yeast	98	96	104	88	101
VLA-4 inh	3	1	-16	6	-1
JMJD2C inh	-5	-8	1	31	-36
AGP1-GFP MLPCN	106	87	95	84	108
LAP4 TOR yeast	99	94	91	93	110
CIT2-GFP yeast	103	82	97	77	105

16) COC(=O)[C@@]12CCCN1[C@H](c1ccc(-c3ccc(Cl)c(Cl)c3)c(OC)c1)[C@H]1C(=O)N(C)C(=O)[C@H]12
17) COc1ccccc1CNC(=O)CCCC(=O)n1nc(C)c2ccccc21
18) CC1CCCN(CC(O)COC(c2ccccc2)c2ccccc2)C1 (centres undefined)
19) CCOC(=O)COc1ccc(S(=O)(=O)NCc2ccncc2)cc1
20) COc1ccc(-n2ncc3c(NCc4ccco4)ncnc32)cc1

Screen / compound no.	16	17	18	19	20
MEP2-GFP yeast	100	94	93	111	98
GRK2 inh	0	0	1	1	2
RPL19A TOR yeast	98	99	87	107	95
VLA-4 inh	-1	-1	4	17	35
JMJD2C inh	.	3	8	-4	-5
AGP1-GFP MLPCN	104	97	88	119	84
LAP4 TOR yeast	104	91	88	108	103
CIT2-GFP yeast	101	94	.	103	92

21) O=C(c1cc(-c2cccc(Cl)c2)nc2ccccc12)N1CCCC1
22) CCC(=O)c1ccc(OCC(=O)c2ccc3c(c2)NC(=O)CO3)cc1
23) O=C(c1ccc(Cl)cc1)C1CCCN(C(=O)/C=C/c2ccccn2)C1 (centres undefined)
24) CCOc1ccccc1OCCCC(=O)NC1=NCCS1
25) Cc1cc(=O)nc2c3ccccc3n(CC(=O)NC(C)c3ccc4c(c3)OCCO4)n12 (centres undefined)

Screen / compound no.	21	22	23	24	25
MEP2-GFP yeast	104	96	124	94	113
GRK2 inh	7	1	3	0	0
RPL19A TOR yeast	103	97	103	95	110
VLA-4 inh	18	13	4	-1	2
JMJD2C inh	4	4	-4	3	5
AGP1-GFP MLPCN	102	102	106	97	116
LAP4 TOR yeast	104	100	121	97	110
CIT2-GFP yeast	101	96	100	88	115

26) COc1ccc(O)c(C(=O)c2cnc3c(c2)c(C)nn3CCO)c1
27) COC(=O)c1c(N)c(C#N)c(C)n1-c1ccccc1
28) CC(C)(C)c1ccc(/C=N/Nc2cccc(C(=O)O)c2)cc1
29) O=C(CN1C(=O)c2cccnc2Oc2ccc(Cl)cc21)N1CCCC1
30) Cn1c(=O)[nH]c(=O)c2c1nc(NCCCO)n2CCCc1ccccc1

Screen / compound no.	26	27	28	29	30
MEP2-GFP yeast	87	101	104	126	94
GRK2 inh	2	1	0	4	0
RPL19A TOR yeast	93	100	94	100	105
VLA-4 inh	0	16	6	18	14
JMJD2C inh	-1	1	0	-5	0
AGP1-GFP MLPCN	93	105	100	104	76
LAP4 TOR yeast	104	111	116	118	90
CIT2-GFP yeast	92	114	104	100	66

31) COc1ccc(C(=O)Sc2ccc(Cl)cc2)cc1OC
32) Cc1cc(S(=O)(=O)N(Cc2ccc(C(C)C)cc2)CC2CCCO2)ccc1-n1cnnn1 (centres undefined)
33) N#Cc1ccsc1NC(=O)CCc1ccccc1
34) CCOc1ccc(NC(C)C(=O)N/N=C/c2cccs2)cc1 (centres undefined)
35) O=C1CCc2cc(S(=O)(=O)NCCc3ccccc3)cc3c2N1CC3

Screen / compound no.	31	32	33	34	35
MEP2-GFP yeast	90	96	106	110	102
GRK2 inh	0	0	2	7	3
RPL19A TOR yeast	97	96	108	98	103
VLA-4 inh	20	2	6	3	2
JMJD2C inh	-1	3	-21	6	79
AGP1-GFP MLPCN	100	100	99	94	115
LAP4 TOR yeast	95	94	101	92	104
CIT2-GFP yeast	105	100	95	96	104

36) CC1=C(C(N)=O)C(c2ccccc2[N+](=O)[O-])n2ncnc2N1 (centres undefined)
37) COc1ccccc1-n1cc(-c2ccc(C)cc2)[nH]c1=S
38) O=C(Nc1ccc(Cl)cn1)C1CC1
39) CC1CC(C)(C)NC(=S)O1 (centres undefined)
40) O=C(Nc1cccc(NC(=O)c2ccc(Br)o2)n1)c1ccc(Br)o1

Screen / compound no.	36	37	38	39	40
MEP2-GFP yeast	100	105	114	113&102	105
GRK2 inh	0	0	0	0&2	0
RPL19A TOR yeast	99	106	118	104&102	.
VLA-4 inh	9	7	-12	14&19	9
JMJD2C inh	-3	-6	-2	0&-18	3
AGP1-GFP MLPCN	94	104	111	102&109	106
LAP4 TOR yeast	98	102	112	113&106	103
CIT2-GFP yeast	96	110	113	99&103	112

41) O=C(COC(=O)c1ccc[nH]c1=O)NCC12CC3CC(CC(C3)C1)C2
42) COc1ccc(OC)c(/C=C/C(=O)N(C)CC(=O)Nc2ccc(C)cc2)c1
43) COc1ccc(C(=O)NNC(=S)NC(=O)c2cccc([N+](=O)[O-])c2)cc1
44) CC12CC(c3ccccc3O1)C(/C(N)=N/NC(=O)c1ccc(F)cc1)C(=O)N2 (centres undefined)
45) C=CCn1c(SCC(=O)NC2CC2)nnc1-c1cccs1

Screen / compound no.	41	42	43	44	45
MEP2-GFP yeast	99	107	101	108	108
GRK2 inh	1	3	1	2	0
RPL19A TOR yeast	97	101	101	108	108
VLA-4 inh	-3	-4	1	9	4
JMJD2C inh	.	0	18	-5	-5
AGP1-GFP MLPCN	98	102	103	107	112
LAP4 TOR yeast	103	98	109	101	98
CIT2-GFP yeast	99	102	96	111	99

46) COCCNCCOCCOc1ccc(Cl)c(C)c1
47) O=C(O)c1ccc2cc(-c3ccccc3)[nH]c2c1
48) CCn1c(CCNC(=O)c2ccc(C)cc2)nnc1SCc1ccc(Cl)c(Cl)c1
49) CCc1ccccc1NC(=O)COC(=O)c1c(C)nsc1NC
50) COC(=O)CN1C(=O)C2(OCCCO2)c2cc(Br)ccc21

Screen / compound no.	46	47	48	49	50
MEP2-GFP yeast	94	102	109	105	89
GRK2 inh	0	1	0	0	99*
RPL19A TOR yeast	97	98	105	96	101
VLA-4 inh	4	-5	13	-15	2
JMJD2C inh	-2	45	0	7	-2
AGP1-GFP MLPCN	107	.	99	101	102
LAP4 TOR yeast	101	.	101	103	103
CIT2-GFP yeast	100	.	104	101	106

51) Cc1cccc(C)c1NC(=O)N1CCC(n2cnc3ccccc32)CC1
52) Cc1ccc(CN(Cc2ccco2)C(=S)NCC(=O)NC2CC2)cc1
53) O=c1cc(NC2CCCCC2)[nH]c(=O)[nH]1
54) CCc1cc2c3c([nH]c2cc1S(=O)(=O)N1CCC2(CC1)OCCO2)CCCC3=O
55) Cc1ccc(N(C)S(=O)(=O)c2cccc(C(=O)OCC(=O)N3CCCC(C)C3)c2)cc1 (centres undefined)

Screen / compound no.	51	52	53	54	55
MEP2-GFP yeast	94	105	101	106	96
GRK2 inh	3	1	3	14	5
RPL19A TOR yeast	96	103	99	97	96
VLA-4 inh	9	8	4	12	-6
JMJD2C inh	i	-5	2	-18	2
AGP1-GFP MLPCN	93	105	105	94	96
LAP4 TOR yeast	97	110	107	85	91
CIT2-GFP yeast	92	106	100	97	94

56) O=C(Cn1c(N2CCN(c3ccccc3)CC2)nc2ccccc21)c1ccccc1
57) COc1ccc(C2CC(c3ccccc3)=NN2C(=O)COC(=O)c2cc(S(=O)(=O)N3CCOCC3)ccc2F)cc1 (centres undefined)
58) COC(=O)c1cc(COC(=O)c2nc3nccc(C)n3n2)oc1C
59) COc1ccc(N(CC(=O)N/N=C/c2cccnc2)S(=O)(=O)c2ccc(C)cc2)cc1OC
60) Cc1ccc(NC(=O)c2cccc(-n3cnnn3)c2)cc1Cl

Screen / compound no.	56	57	58	59	60
MEP2-GFP yeast	104	98	104	107	98
GRK2 inh	0	1	1	0	1
RPL19A TOR yeast	101	102	100	108	96
VLA-4 inh	-6	20	6	-2	16
JMJD2C inh	-14	-5	18	-10	-6
AGP1-GFP MLPCN	101	95	107	97	91
LAP4 TOR yeast	95	87	114	84	95
CIT2-GFP yeast	101	96	105	92	92

61) O=Cc1c(Nc2cccc(C(F)(F)F)c2)nc2ccccn2c1=O
62) Cc1cc(C)c(S(N)(=O)=O)c(C)c1N(C)S(=O)(=O)c1ccc(Cl)cc1
63) CC(=O)N=C1SC2CS(=O)(=O)CC2N1c1cccc(Cl)c1Cl (centres undefined)
64) COc1ccc(CCN2C(=O)NC(NS(=O)(=O)c3ccc(Cl)cc3)(C(F)(F)F)C2=O)cc1OC (centres undefined)
65) O=C(CSc1nc2ccccc2c(=O)n1CCCN1CCOCC1)Nc1ccccc1OC(F)F

Screen / compound no.	61	62	63	64	65
MEP2-GFP yeast	107	99	100	96	101
GRK2 inh	2	2	3	0	29
RPL19A TOR yeast	109	100	100	96	101
VLA-4 inh	4	16	20	-13	-2
JMJD2C inh	-6	-27	3	1	-2
AGP1-GFP MLPCN	124	99	103	95	107
LAP4 TOR yeast	129	96	97	91	100
CIT2-GFP yeast	116	98	98	.	105
